NS3 helicase inh = inhibitors of Hepatitis C virus NS3 helicase | inhibition, % at 10.9 µM | NS3 helicase DNA unwinding, Cy5 molecular beacon fluorescence | 0.56% of 290,000 active;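 active = inhibition above the mean of all tested compounds plus 3 SD, set per campaign, cut at about 35% in these data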;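 also: 0% = DMSO wells and 100% = thioflavine S control wells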
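Compound dosing – single dose, 10.9 µM nominal final, DMSO 0.8% final · System – NS3 helicase fragment of HCV · Buffer or medium – MOPS pH 6.5, MgCl2, DTT, Tween20, BSA · Signal – Cy5 beacon fluorescence read at start and 1 h · Also added – annealed dual-labelled DNA beacon duplex, ATP-started · Schedule – 1 h at 25 °C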
SUMO HTRF inh = inhibitors of human SUMOylation (UBC9); 0.36% of 290,000 active; P63279; inhibition, % at 35 µM; HTRF SUMOylation assay, SAE1/SAE2 + UBC9, in vitro; in the data active = inhibition above about 50%, passing the limit was not always enough; inconclusive = no clear call, values can overlap the other calls; also: strong numbers were not always called active
Target sequence (P63279 whole entry, looked up): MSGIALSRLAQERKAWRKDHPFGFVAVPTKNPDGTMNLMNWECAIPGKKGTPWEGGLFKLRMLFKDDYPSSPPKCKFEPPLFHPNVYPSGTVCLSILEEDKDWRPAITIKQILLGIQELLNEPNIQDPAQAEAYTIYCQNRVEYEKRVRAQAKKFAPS
GalR3 antagonist = human GalR3 antagonism. HEK293 GalR3-CNG cAMP membrane potential fluorescence; galR3 body fused to GalR1 C-terminus. 0.44% of 360,000 active. AID 651719. O60755. inhibition, % at 3 µM;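 active = inhibition above the screen-wide average plus 3 SD, cut at about 13% in these data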;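 also: forskolin and galanin both at EC90 stimulate the cells; cAMP rise reported by CNG channel membrane potential dye signal; 0% = forskolin plus galanin with DMSO and 100% = forskolin alone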
Target sequence (O60755 1-299 limits assumed): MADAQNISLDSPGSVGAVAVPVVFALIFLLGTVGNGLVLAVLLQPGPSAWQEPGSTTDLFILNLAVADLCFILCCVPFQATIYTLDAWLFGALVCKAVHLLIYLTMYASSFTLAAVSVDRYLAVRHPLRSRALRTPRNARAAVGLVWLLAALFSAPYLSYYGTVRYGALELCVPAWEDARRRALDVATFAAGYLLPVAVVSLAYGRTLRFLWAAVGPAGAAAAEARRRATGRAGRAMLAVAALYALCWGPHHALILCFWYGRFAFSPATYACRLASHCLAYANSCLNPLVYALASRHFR
CRFR2-BP ag = agonists of human CRF-binding protein/CRF-R2 receptor complex; HEK293 CRF-R2/CRF-BP, calcium dye fluorescence (FLIPR); percent of saturating CRF peptide response; activation, % at 13.2 µM; 0.46% of 350,000 active;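 active = activation of at least 50%, plus an integration ratio under a set limit after plate pattern correction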;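 also: plate controls were neutral control wells without compound for no effect and CRF at EC100 for full effect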
MEKK2 WT-MEK5 = raises or lowers MEK5 binding to wildtype human MEKK2 PB1 domain. bead flow cytometry, Alexa488-MEK5 binding to MEKK2 WT; actives lie on both sides. 1.1% of 290,000 active. binding response (% of control), % at 10 µM; in the data active = binding response below about 67% or above about 130%; inconclusive = no clear call, values can overlap the other calls; inactive = in between
MEKK2 mut-MEK5 = signal of MEK5 binding to mutant human MEKK2 PB1 domain; bead flow cytometry, Alexa488-MEK5 binding to MEKK2 mutant; percent response, % at 10 µM; 0.35% of 290,000 active; AID 1530; in the data active = percent response above about 24%, passing the limit was not always enough; also: inactives centre near 1; some results filed as inactive read as strong as hits
MEKK3 PB1 HTS = MEKK3-MEK5 PB1 interaction, increase or decrease. bead-based flow cytometry, Alexa488-MEK5 binding to MEKK3; actives lie on both sides; 0 = blocked by unlabeled MEK5, 100 = vehicle. binding response (% of control), % at 10 µM. AID 1529. 1.4% of 290,000 active. Q99759;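 active = binding response more than 3 SD above or below the average of its plate-row segment, actives on both sides; inconclusive = wells at one plate position flagged as instrument error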;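 also: Alexa488 bead fluorescence after subtracting the streptavidin-only scavenger bead signal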
Target sequence (Q99759 whole entry, looked up): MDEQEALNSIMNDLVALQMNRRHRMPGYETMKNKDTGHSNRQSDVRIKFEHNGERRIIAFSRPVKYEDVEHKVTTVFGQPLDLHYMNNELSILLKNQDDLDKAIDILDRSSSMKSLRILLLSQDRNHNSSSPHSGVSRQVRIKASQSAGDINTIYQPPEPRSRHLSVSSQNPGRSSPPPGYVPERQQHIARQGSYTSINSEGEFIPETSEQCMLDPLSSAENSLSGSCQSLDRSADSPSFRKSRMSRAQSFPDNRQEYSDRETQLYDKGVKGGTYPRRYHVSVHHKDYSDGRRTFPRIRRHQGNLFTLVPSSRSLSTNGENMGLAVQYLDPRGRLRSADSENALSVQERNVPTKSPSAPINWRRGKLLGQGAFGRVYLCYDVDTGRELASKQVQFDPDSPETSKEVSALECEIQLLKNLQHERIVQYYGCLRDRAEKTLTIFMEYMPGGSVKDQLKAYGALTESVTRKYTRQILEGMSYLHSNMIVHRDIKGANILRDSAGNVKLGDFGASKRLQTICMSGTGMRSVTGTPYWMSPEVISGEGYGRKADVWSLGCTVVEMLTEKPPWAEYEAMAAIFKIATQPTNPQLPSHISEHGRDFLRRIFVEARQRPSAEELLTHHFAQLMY
CRFR2-BP antag = CRF-BP/CRF-R2 complex antagonism; HEK293 CRF-R2/CRF-BP, CRF-induced calcium fluorescence; inhibition, % at 11.8 µM; 0.59% of 350,000 active;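 active = inhibition of the ligand-induced calcium signal above about 50% at the single tested concentration, limit read from the data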
DNA FID counter = counter-screen for HCV NS3 helicase inhibitors: DNA intercalator displacement | 0.17% of 290,000 active | inhibition, % at 7.9 µM | DNA fluorescent intercalator displacement, fluorescence; in the data active = inhibition above about 37%;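 also: 0% = vehicle and 100% = reference compound; higher means more ethidium bromide displaced from hairpin DNA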
The depositor's hits bear a star; ? = inconclusive; · = not tested or not shown. This is a subset; count on the stated rates, not on these rows.

The line under a structure holds: NS3 helicase inh, SUMO HTRF inh, GalR3 antagonist, CRFR2-BP ag, MEKK2 WT-MEK5, MEKK2 mut-MEK5, MEKK3 PB1 HTS, CRFR2-BP antag, DNA FID counter
> Nc1c(NCc2ccccc2)c(=O)c1=O
  -3, 1, -3, -0.7, 103, -1, 103, -5, -3
> CC1=Nc2cc(C(=O)N3CCCC3)ccc2Sc2c(C)ccc(C)c21
  -16, -2, 1, -0.3, 102, -1, 99, 3, -53
> CCCCn1c(N)c(N(CC(C)C)C(=O)c2cccc(S(=O)(=O)N3CCCCCC3)c2)c(=O)[nH]c1=O
  4, 2, -4, 1.4, 103, -3, 101, 15, -23
> O=C(Nc1ccc2c(c1)OCO2)c1ccc(S(=O)(=O)NCC2CCCO2)cc1 (centres undefined)
  -1, -5, -4, -1.7, 104, 3, 103, 4, -9
> COc1cc(NC(=O)c2ccc3c(SCC(=O)O)c4c(nc3c2)CCC4)cc(OC)c1OC
  27, 3, -1, 1.6, 96, -1, 100, -5, -46
> CCOC(=O)C1CCN(S(=O)(=O)c2ccc(CN3C(=O)c4cccnc4C3=O)cc2)CC1
  25, -14, 2, 2.5, 97, -10, 101, 2, -30
> COc1ccc(NC(=O)C2CCCN2c2ccc(OC)c(OC)c2)cc1OC (centres undefined)
  12, 15, -3, 0.2, ·, ·, ·, -1, -11
> Nc1c(C(=O)Nc2cccc(F)c2)nnn1-c1cccc(C(F)(F)F)c1
  -1, 8, 8, 11, 104, 0, 104, -26, -2
> CC(C)(C)OC(=O)N1C[C@H](O)C[C@H]1C(=O)OCC(=O)c1ccc([N+](=O)[O-])cc1
  2, ·, -9, 2.0, 103, -1, 99, -1, -14
> O=C(Nc1cc(SCCO)cc([N+](=O)[O-])c1)c1ccco1
  1, -2, -2, -3.3, 101, -2, 103, -3, 0
> C=CCO/N=C/C1C(=O)CC(C)(C)CC1=O
  3, -6, -4, -0.8, 104, -2, 102, 32, -5
> CSc1ccccc1NC(=O)c1cc(CC(C)C)on1
  13, 1, ·, 0.0, 110, 9, 110, 63*, -6
> O=[N+]([O-])c1ccc(/C=N/Nc2ccccn2)cc1
  -16, 7, 6, 4.2, 105, 3, 102, -19, 2
> O=C1c2ccccc2-c2c1cccc2C(=O)N1CCOCC1
  -7, 18, -6, -0.6, 104, 3, 95, 1, 2
> COc1ccc(CN(C)C(=O)c2ccc(COc3ccccc3)cc2)c(OC)c1
  -13, 7, -10, 0.1, 104, -1, 101, 16, -42
> COc1cc(/C=N\NC(=O)CC(=O)NCCc2ccccc2)ccc1O
  3, 16, 0, 3.4, 90, -9, 100, 16, 2
> Cc1cc(C)nc(NC(=O)Cc2cccs2)n1
  2, 10, -5, -0.7, 109, 10, 111, 7, -2
> O=C(N/N=C/c1ccc[nH]1)c1ccccc1[N+](=O)[O-]
  -6, 11, 0, -1.2, 97, 0, 91, 11, 3
> Oc1[nH]c2ccccc2c1C=Nc1ccc2c(c1)OCCO2
  -1, -5, -3, 0.0, 103, 1, 101, -6, -5
> CSc1c(CC(=O)Nc2ccccc2C(F)(F)F)n(Cc2ccccc2)c2ccccc12
  -1, -6, -1, -2.0, 88, 3, 94, 5, -1
> CC(C)(C#N)N([O-])C=C[N+](=O)C(C)(C)C#N
  -1, 7, -6, -1.8, 112, 5, 106, 31, -2
> COc1ccccc1N1CCN(C2=NS(=O)(=O)c3ccccc32)CC1
  9, -17, -2, 4.9, 104, 0, 101, 7, -7
> CCOC(=O)C1CCN(C/C=C/c2ccccc2)CC1
  0, 5, -5, -0.5, 109, 5, 107, -9, -1
> Nn1c(Nc2ccc(Cl)cc2)nncc1=O
  0, 8, -5, 1.0, 105, 8, 102, -4, -4
> Cn1c(-c2cccc([N+](=O)[O-])c2)cnc1NCc1cccc([N+](=O)[O-])c1
  2, 12, -8, -2.3, 105, 2, 103, 9, 15
> CC(=O)Nc1ccc2c(c1)NC(=O)CC2
  -3, 8, 6, 5.3, 100, 2, 102, 8, -1
> CC(C)(C)OC(=O)NC(Cc1ccccc1)C(=O)N1CCCC1C(=O)O (centres undefined)
  12, 9, -9, 2.3, 101, 1, 102, 1, -8
> Cn1c(=O)[nH]c(=O)c2c1ncn2CCCc1ccccc1
  -3, 1, 8, -1.1, 95, 9, 100, 0, -1
> O=[N+]([O-])c1cccc(CNc2ccc3c(c2)CCC3)c1
  9, 7, -6, 0.7, 95, -2, 89, 2, 8
> CN(C(=S)Nc1ccc(Oc2ccccc2)cc1)C1CCCCC1
  0, -4, -1, 0.5, 104, -1, 102, 9, -6
> O=C(NCCN1CCOCC1)c1ccc(N2CCCC2)c([N+](=O)[O-])c1
  -2, 2, 1, -1.0, 97, -2, 101, -3, 9
> CCc1cccc(NS(=O)(=O)c2csc(C(N)=O)c2)c1
  10, 4, -10, -0.7, 107, 8, 110, 16, -4
> CN(Cc1ccccc1)c1nc2c(c(=O)n(C)c(=O)n2C)n1CCCc1ccccc1
  -8, -16, -4, 1.3, 102, 15, 105, -2, -31
> COc1ccc(Nc2nnc(C)c3ccccc23)cc1
  5, -3, -5, -0.5, 108, 9, 98, 4, -3
> CC(=O)N1CCc2cc(S(=O)(=O)NCCC(=O)Nc3cc(C)cc(C)c3)ccc21
  7, -7, -5, -0.8, 109, 5, 106, 15, -18
> Cc1cc(Nc2cc(C(=O)O)ccc2C)n2ncnc2n1
  -3, -16, 0, 0.8, 98, 3, 99, 21, 0
> Cc1ccc2[nH]c(=O)c(CN(CCCN(C)C)C(=O)Nc3cccc(Cl)c3)cc2c1
  -12, 6, -8, -1.3, ?, -8, ?, -8, 25
> CC1=C(C(=O)OCc2ccccc2)C(c2ccccc2)NC(=O)N1CCCC(=O)O (centres undefined)
  18, 8, -3, -0.5, 94, 4, 100, -1, -40
> CCn1c2c(c3cc(Cl)ccc31)CCCC2=O
  -2, 26, 1, -1.2, 104, 9, 103, 11, 0
> Cc1ccc(-c2noc(CCC(=O)N3CCCc4ccccc43)n2)cc1
  -11, 18, -4, 3.1, 102, 1, 101, -14, -31

Entries above with a thiophene ring, fused or not, in the order listed:
The line under a structure holds: NS3 helicase inh, SUMO HTRF inh, GalR3 antagonist, CRFR2-BP ag, MEKK2 WT-MEK5, MEKK2 mut-MEK5, MEKK3 PB1 HTS, CRFR2-BP antag, DNA FID counter
> Cc1cc(C)nc(NC(=O)Cc2cccs2)n1
  2, 10, -5, -0.7, 109, 10, 111, 7, -2
> CCc1cccc(NS(=O)(=O)c2csc(C(N)=O)c2)c1
  10, 4, -10, -0.7, 107, 8, 110, 16, -4

Grouped by structure, those above with fluorine.
The line under a structure holds: NS3 helicase inh, SUMO HTRF inh, GalR3 antagonist, CRFR2-BP ag, MEKK2 WT-MEK5, MEKK2 mut-MEK5, MEKK3 PB1 HTS, CRFR2-BP antag, DNA FID counter
> Nc1c(C(=O)Nc2cccc(F)c2)nnn1-c1cccc(C(F)(F)F)c1
  -1, 8, 8, 11, 104, 0, 104, -26, -2
> CSc1c(CC(=O)Nc2ccccc2C(F)(F)F)n(Cc2ccccc2)c2ccccc12
  -1, -6, -1, -2.0, 88, 3, 94, 5, -1

Back to the main list with the 5 entries that preceded the break.
The line under a structure holds: NS3 helicase inh, SUMO HTRF inh, GalR3 antagonist, CRFR2-BP ag, MEKK2 WT-MEK5, MEKK2 mut-MEK5, MEKK3 PB1 HTS, CRFR2-BP antag, DNA FID counter
> Cc1cc(Nc2cc(C(=O)O)ccc2C)n2ncnc2n1
  -3, -16, 0, 0.8, 98, 3, 99, 21, 0
> Cc1ccc2[nH]c(=O)c(CN(CCCN(C)C)C(=O)Nc3cccc(Cl)c3)cc2c1
  -12, 6, -8, -1.3, ?, -8, ?, -8, 25
> CC1=C(C(=O)OCc2ccccc2)C(c2ccccc2)NC(=O)N1CCCC(=O)O (centres undefined)
  18, 8, -3, -0.5, 94, 4, 100, -1, -40
> CCn1c2c(c3cc(Cl)ccc31)CCCC2=O
  -2, 26, 1, -1.2, 104, 9, 103, 11, 0
> Cc1ccc(-c2noc(CCC(=O)N3CCCc4ccccc43)n2)cc1
  -11, 18, -4, 3.1, 102, 1, 101, -14, -31
> O=C(COC(=O)CCc1nc2ccccc2c(=O)[nH]1)Nc1ccc2c(c1)OCO2
  5, 21, 2, 0.3, 101, 6, 103, 12, -2
> O=C(CCCN1C(=O)/C(=C/c2ccccc2)SC1=S)Nc1ccc(O)cc1
  -8, -8, -6, -0.9, ·, ·, ·, -15, -13
> CC(C(=O)Nc1c2c(cc3c1CCC3)CCC2)N1CCCC1 (centres undefined)
  -13, 22, -12, 0.8, 95, -3, 93, 13, 2
> CCOc1ccc(NC(=O)CN(C)CC(=O)Nc2ccccc2C#N)cc1OCC
  -3, 15, -1, -0.4, 103, 6, 102, 11, -20
> NC(N)=NS(=O)(=O)c1ccc(NC(=S)NC(=O)c2ccncc2)cc1
  1, 4, -8, 0.1, 107, 2, 106, 16, -3
> COc1cc(NC(=O)N[C@@H](Cc2ccccc2)C(=O)O)cc(OC)c1
  4, -4, 0, -2.0, 104, -2, 98, -27, -16
> CCCCCCCC(=O)N/N=C/c1ccco1
  10, 19, -1, -1.7, 97, 0, 99, 2, -10
> Nc1ccc(/C=C/C(=O)c2ccco2)cc1
  -11, 25, -5, 81*, 96, 0, 100, -72, -3
> Cc1c(C(=O)C(=O)NCCc2ccc(S(N)(=O)=O)cc2)c2ccccc2n1C
  -3, 13, -2, -2.7, 100, -2, 95, 15, 0
> COC(=O)[C@@H]1C[C@@]2(O)[C@H](O)[C@H](O)[C@H](O)C[C@H]2N1Cc1ccc(C(F)(F)F)cc1
  ·, 9, 5, -0.3, 80, 7, 77, -12, ·
> CNC(=O)CSc1nnc(-c2ccco2)n1-c1ccc(C)cc1
  2, 10, -3, 2.0, 96, -1, 97, 2, -13
> Cc1c(C)c2c(C)nn(-c3ccccc3)c2[nH]c1=O
  0, 4, -5, -0.9, 107, 1, 105, -3, 2
> COc1ccc(Oc2c(C)nc(SCC(=O)c3ccc(Cl)cc3)[nH]c2=O)cc1
  18, 16, 3, -1.7, 104, 7, 102, -2, -28
> Cc1c(C(=O)N/N=C/c2cccnc2)sc(N)c1C#N
  2, -11, -10, -0.3, 103, 1, 101, -26, -8
> COc1ccc(C(=O)O/N=C(\N)c2ccc(OC)c(OC)c2)c(OC)c1
  2, 9, ·, 0.9, 109, 14, 108, 12, -20
> CCC1CN(C(=O)N2CCC(C(=O)NCCc3ccc(OC)c(OC)c3)CC2)c2ccccc2O1 (centres undefined)
  -8, -2, 0, -1.3, 103, 0, 99, -5, -64
> CCOc1cc(S(=O)(=O)N2CCOCC2)ccc1F
  -1, 6, -2, -0.8, 106, 4, 98, -11, -2
> CCc1nn(C)c2c(=O)c(=O)c2n(C)[nH]1
  23, 3, -3, -0.7, 104, -4, 100, -3, 1
> CCCSC1=C(C#N)C(c2ccc(O)c(OC)c2)CC(=O)N1 (centres undefined)
  1, 4, -1, -4.0, 107, 7, 102, 13, 1
> Cn1c(CC(=O)Nc2ccccc2)nnc1SCC(=O)NC1=NCCS1
  -1, 8, -1, 1.3, 98, -2, 100, -3, -9
> Cc1cccnc1NC(=O)CSc1nnc(Cc2ccccc2)o1
  2, 16, -8, 0.7, 88, -12, 91, -14, 2
> Cc1ccc(CCNS(=O)(=O)c2cnc[nH]2)cc1
  10, 26, -3, 0.7, 107, 7, 110, 8, 5
> COc1ccc(CCNC(=O)C2CCCN2C(=O)Nc2ccc(F)cc2)cc1OC (centres undefined)
  -4, 4, -5, 1.0, 103, 5, 101, -20, -2

Source: PubChem (several laboratories)
